TDP1 cell noCPT – qHTS for Inhibitors of human tyrosyl-DNA phosphodiesterase 1 (TDP1): qHTS in cells in absence of CPT | DT40 Tdp1-/- hTDP1 cells, no CPT, ATP luminescence, 48 h | Potency, µM (top dose mostly 46.2 µM), inactives show at the top dose activity change, negative = growth inhibition, usual class: inhibitors | 420,000 tested, 15% active | AID 686978, 2013; note: nearly all actives have a fitted effect of over 55% in size
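Readout: luminescence from CellTiter-Glo after 30 min in the dark at RT. Cells: DT40 Tdp1-/- with stable hTDP1, 400/well. Exposure: compounds alone, ≥48 hr, 37 °C.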
GCN5L2 inh – qHTS Assay for Inhibitors of GCN5L2; Histone acetyltransferase KAT2A (Homo sapiens), Q92830; GCN5L2 HAT assay, ThioGlo1 CoA-SH fluorescence; Potency, µM (series often up to 58.9 µM), inactives show at the highest dose activity change, negative = inhibition, most hits filed as inhibitors; 390,000 tested, 0.21% active
Target sequence (Q92830 whole entry, looked up): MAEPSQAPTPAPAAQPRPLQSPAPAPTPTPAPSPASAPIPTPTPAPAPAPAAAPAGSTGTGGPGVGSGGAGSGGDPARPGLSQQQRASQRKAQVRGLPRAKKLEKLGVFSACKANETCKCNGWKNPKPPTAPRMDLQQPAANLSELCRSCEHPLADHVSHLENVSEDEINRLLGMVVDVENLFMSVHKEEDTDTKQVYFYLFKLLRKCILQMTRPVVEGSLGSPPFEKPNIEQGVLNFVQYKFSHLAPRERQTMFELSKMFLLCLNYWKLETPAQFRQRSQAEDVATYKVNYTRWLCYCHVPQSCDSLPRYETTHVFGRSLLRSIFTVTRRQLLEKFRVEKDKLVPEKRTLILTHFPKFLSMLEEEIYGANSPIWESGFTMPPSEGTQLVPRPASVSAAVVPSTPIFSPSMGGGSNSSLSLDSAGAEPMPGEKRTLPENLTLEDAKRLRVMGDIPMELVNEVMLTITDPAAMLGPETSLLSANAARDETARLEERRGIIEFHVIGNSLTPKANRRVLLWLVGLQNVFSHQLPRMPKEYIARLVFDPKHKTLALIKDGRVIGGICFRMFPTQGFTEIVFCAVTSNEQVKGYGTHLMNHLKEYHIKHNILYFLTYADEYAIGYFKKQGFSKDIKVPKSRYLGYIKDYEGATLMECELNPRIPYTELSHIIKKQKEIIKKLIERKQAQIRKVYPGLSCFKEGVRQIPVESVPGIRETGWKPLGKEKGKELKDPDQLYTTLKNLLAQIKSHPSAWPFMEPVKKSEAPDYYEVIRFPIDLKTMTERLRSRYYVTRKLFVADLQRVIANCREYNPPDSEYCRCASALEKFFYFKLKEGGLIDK
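Enzyme at 20nM final was mixed with library compounds for 15 min at room temperature. Peptide H3(1-25) at 75uM, acetyl-CoA at 70uM and ThioGlo1 at 50uM were then added. Plates were read immediately and after 20 min (Ex340nm/Em540nm).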
DT40 TDP1 CPT – qHTS for Inhibitors of human tyrosyl-DNA phosphodiesterase 1 (TDP1): qHTS in cells in presence of CPT; chicken DT40 Tdp1-/-;hTDP1 cells + 20 nM CPT, ATP luminescence, 48 h; Potency, µM (titrated, usually from 46.2 µM), without a hit: top-dose activity change, negative = growth inhibition, most hits filed as inhibitors; 420,000 tested, 12% active; AID 686979, 2013; note: nearly all actives have a fitted effect of over 55% in size
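Chicken DT40 Tdp1-/- cells stably complemented with human TDP1 were seeded at 400 cells/well in medium containing 20 nM camptothecin, exposed to pin-transferred compounds, and grown at 37 °C for at least 48 hr. Viability was read as ATP luminescence.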
The depositor's hits bear a star; ? = inconclusive; / = not tested or not shown; & = joins results of further samples; [ ] = dose if it differs, or a comment. Calls come from the whole dose curve; as a rule, active = well fitted curve in the direction sought with a large enough effect; inconclusive = small, poorly fitted or top-dose-only effect, or another doubt; inactive = no such curve, though single readings can be large; an effect the other way counts as inactive or inconclusive. % is set by controls: 0 for no effect and ±100 for the full control effect; potency is the fitted concentration of half-maximal effect. Only part of the results is shown (hit frequency here may not be typical).

SMILES	TDP1 cell noCPT	GCN5L2 inh	DT40 TDP1 CPT
CC(=O)c1cccc(NC(=O)CSc2ccc(-c3ccco3)nn2)c1	?	-23%	?
CC(Oc1ccc(Cl)cc1Cl)C(=O)Nc1ccc(OCC(=O)O)cc1 (centres undefined)	6%	-1%	6%
CCCCCCCCCCCC(=O)[O][Sn]([CH2]CCC)([CH2]CCC)[O]C(=O)CCCCCCCCCCC	0%	4%	-11%
COc1ccc(OC[C@@H](O)CNC(=O)c2cccc3c2C(=O)c2ccc(-c4ccc(F)cc4OCc4ccccc4)cc2S3(=O)=O)cc1	10µM*	-11%	7.3µM*
CCOC(=O)Nc1ccccc1C(=O)N1CCOCC1	-5%	-6%	-6%
Cc1cccnc1-c1cccc2c1OC(CNC(=O)C(=O)c1ccccc1)C2 (centres undefined)	-28%	/	?
COc1ccc2oc(C(=O)N(C)CCOc3ccc(Cl)cc3)c(C)c2c1	-15%	-5%	?
Cc1noc(C)c1COc1ccc(C(=O)N2CCN(c3cccc(Cl)c3)CC2)cc1	?	-9%	?
S=C(Nc1ccccc1)Nn1cnnc1	-2%	-16%	10%
Cc1ccc(S(=O)(=O)CCc2nc3ccccc3[nH]2)cc1	-15%	-4%	10%
Cc1cc(C)cc(N(CC(=O)N2CCC(C)CC2)S(C)(=O)=O)c1	-13%	1%	-13%
COc1ccc(S(=O)(=O)c2cc(NS(=O)(=O)c3ccc(Cl)cc3)c(C)c(C)c2O)cc1	16µM*	4%	-19%
c1ccc(-c2csc(N3CCc4ccccc4C3)n2)cc1	-1%	0%	2%
Cc1c(C(=O)n2cnc3ccccc32)cccc1[N+](=O)[O-]	18%	20%	1%
CCOCCCN(Cc1ccco1)C(=O)c1cc2c(=O)[nH]c3ccc(C)cc3c2s1	12µM*	-8%&-11%	23µM*
CC1CCN(c2ccc(NC(=O)Cc3ccccc3)cc2)CC1	-15%	-9%	-18%
CCCCOC(=O)c1ccc(NC(=O)CSc2nc3c(c(=O)[nH]2)CCCC3)cc1	13µM*	-4%	?
Cc1ccc(-c2nnc(-n3nc(C)cc3C)c3ccccc23)cc1	?	-10%	?
Cc1noc(/C=C/N(C)C)c1S(=O)(=O)N1CCCC(C(=O)NC2CCCCC2)C1 (centres undefined)	?	-5%	?
CCOC(=O)CCSc1nc(-c2ccc3c(c2)OCO3)cc(C(F)(F)F)c1C#N	?	-13%	-21%
CSc1ccc(CN2CCN(C3CCCC3)C(CCO)C2)cc1 (centres undefined)	0%	-10%	-24%
COCCN(C(=S)Nc1c(C)cccc1C)C(C)c1ccco1 (centres undefined)	-24%	-8%	?
CCOC(=O)N1CCc2c(sc3c2c(=O)n(Cc2ccccc2)c(=O)n3CC(=O)Nc2cccc(C)c2)C1	-10%	-1%	-6%
CCCNC(=O)CSc1c2c(nc3ccc(Cl)cc13)CCCC2	?	-4%	?
COc1ccc(N=Cc2c(O)[nH]c3ccccc23)cc1OC	?	-19%	-29%

More structures.
SMILES	TDP1 cell noCPT	GCN5L2 inh	DT40 TDP1 CPT
COC(=O)CN(c1nc(C)cc(OC)n1)S(=O)(=O)c1ccccc1	-16%	-13%	-13%
COc1ccc(C2NC(=O)N(C)C3=C2C(=O)N(c2cccc(Cl)c2)C3)cc1 (centres undefined)	-1%	-7%	-2%
COc1ccc(C(=O)N2CCc3c([nH]c4ccccc34)C2C(F)(F)F)cc1 (centres undefined)	?	-4%	?
COC(=O)c1sc2nc(C)cc(-c3ccccc3)c2c1N	?	0%	10%
CCOP(=O)(c1c(F)c(F)c(F)c(F)c1F)C1(O)CCCCC1 (centres undefined)	7%	-7%	1%
COc1cc(/C=N\NC(=O)C2CC3C=CC2C3)ccc1O (centres undefined)	-26%	-3%	-12%
COC/C=C/C1=CC2=CC(=O)C(C)(OC(=O)c3cnc4ccccc4n3)C(=O)C2=CN1Cc1ccco1 (centres undefined)	-1%	/	-1%
Cc1cc(S(=O)(=O)N(Cc2ccccc2)Cc2ccc(N(C)C)cc2)ccc1-n1cnnn1	?	-3%	?
CCCNC(=O)c1ccc(N2CCC3(CC2)CC(c2ccc(Cl)cc2)=NO3)c([N+](=O)[O-])c1	21µM*	-6%	23µM*
COc1cc(CN(CCc2c(C)[nH]c3ccc(C)cc23)C(=S)NC(C)(C)C)cc(OC)c1OC	16µM*	1%	21µM*
O=C(O)c1ccc(S(=O)(=O)N2CCC3(CC2)CC(=O)c2ccccc2O3)cc1	0%	0%	2%
O=C(Cn1sc2ccccc2c1=O)Nc1ccc(Br)cc1	2.3µM*	/	2.3µM*
Cc1cc(/C=C(\C#N)C(=O)OCC(=O)Nc2ccc(OC(F)F)cc2)c(C)n1CC(C)C	?	-23%	?
c1ccc2c(c1)nnn2-c1ncnc2sccc12	-23%	-6%	4%
CS(=O)(=O)N(CC(=O)N1CCCC1)Cc1ccccc1	-7%	0%	-7%
Cc1ccc(Nc2nnc(-c3ccc(C)c(S(=O)(=O)N4CCOCC4)c3)c3ccccc23)cc1	10µM*	-3%	16µM*
O=C(Nn1cnnc1)c1cc(Cl)cc(Cl)c1	-2%	?	7%
Cc1cc2c(c(C)c1Cl)C(c1ccc3c(c1)OCO3)CC(=O)O2 (centres undefined)	-13%	-11%	5%
C=CCn1cnc2scc(-c3ccc(OC)cc3)c2c1=O	?	-7%	-19%
COc1cc(/C=N/NC(=O)c2cccc(C(=O)N/N=C/c3ccc(O)c(OC)c3)n2)ccc1O	-17%	-4%	0%
COc1ccc(CNC(=O)C(CC(C)C)NC(=O)c2ccccc2C)cc1 (centres undefined)	-15%	-14%	-6%
COc1ccc(C2=Nc3ccccc3N(C(=O)c3ccc(C(F)(F)F)cc3)C2C(=O)NCc2ccccc2)cc1 (centres undefined)	?	/	?
COc1cc(-c2nnc(COc3ccc4ccccc4c3)o2)cc(OC)c1OC	26µM*	?	?
CCCCOC(=O)/C=C/c1c(C)[nH]c(=O)[nH]c1=O	-6%	1%	-19%
c1ccc(-c2noc(CN3CCN(C(c4ccccc4)c4ccccc4)CC3)n2)cc1	?	0%	-26%

Limited to DT40 TDP1 CPT (4 entries from above):
Molecule	DT40 TDP1 CPT
COc1cc(CN(CCc2c(C)[nH]c3ccc(C)cc23)C(=S)NC(C)(C)C)cc(OC)c1OC	21µM*
O=C(O)c1ccc(S(=O)(=O)N2CCC3(CC2)CC(=O)c2ccccc2O3)cc1	2%
O=C(Cn1sc2ccccc2c1=O)Nc1ccc(Br)cc1	2.3µM*
Cc1cc(/C=C(\C#N)C(=O)OCC(=O)Nc2ccc(OC(F)F)cc2)c(C)n1CC(C)C	?

Remaining list, next part.
SMILES	TDP1 cell noCPT	GCN5L2 inh	DT40 TDP1 CPT
O=C(c1ccc2c(c1)N(Cc1ccc(F)cc1)C(=O)CS2)N1CCOCC1	1%	7%	-3%
CCN(CC(=O)Nc1c(F)cccc1F)C(=O)Cc1ccccc1	-18%	-2%	4%
Cc1c(Cc2ccccc2)sc(/N=C/c2ccc3ccccc3c2)c1C(N)=O	0.82µM*	4%	0.73µM*
O=C(CCCN1C(=O)C(c2ccccc2)Oc2cccnc21)NCc1ccccc1F (centres undefined)	?	-4%	16µM*
Cn1c(=O)c2cc(NC(=S)NCc3ccccc3F)ccc2n1Cc1cccc(C(F)(F)F)c1	?	/	21µM*
Cc1ccc(CSc2oc(-c3ccco3)nc2S(=O)(=O)c2ccc(Br)cc2)cc1	?	-1%	?
O=C(c1cccc(Cl)c1)C1CCCN(C(=O)c2ccoc2)C1 (centres undefined)	-19%	-2%	2%
CCC(=O)NCC(c1cccs1)S(=O)(=O)c1ccc(C)cc1 (centres undefined)	13%	-5%	-21%
Cc1c(NS(=O)(=O)c2ccc(Cl)c(C(=O)OC(C)C(=O)N3CCOCC3)c2)c(=O)n(-c2ccccc2)n1C (centres undefined)	-13%	-9%	-19%
CCOC(=O)NCCc1ccc(OC)cc1	3%	-3%	1%
CN(CC(=O)Nc1ccc(Cl)c(C(F)(F)F)c1)C(=O)Cn1cc([N+](=O)[O-])ccc1=O	?	-17%	?
C(=Cc1c[nH]c2ccccc12)c1ccc2ccccc2n1	?	/	?
Cc1cc(C)c2c(=O)cc(C(=O)NCCc3ccc(S(N)(=O)=O)cc3)oc2c1	-11%	-4%	5%
CCOC(=O)c1oc2ccccc2c1NC(=O)Cc1cccs1	-15%	1%	-9%
O=C(NC1CCc2ccccc21)c1cc(COc2ccc(F)cc2Cl)on1 (centres undefined)	-22%	4%	-17%
CCC1CCCCN1C(=O)CSc1nc2ccsc2c(=O)n1Cc1ccccc1 (centres undefined)	9.2µM*	-2%	21µM*
O=C(NC1CCCC1)C(c1ccsc1)N(C(=O)Cc1cccs1)c1ccc(F)cc1 (centres undefined)	-25%	3%	-3%
CCOc1cc2c(Cl)ncnc2c(OCC)c1OCC	-1%	15%	2%
CSCC[C@H](NC(=O)Nc1ccc(S(N)(=O)=O)cc1)C(=O)O	31%[activator]	-5%	-4%
CCOc1ccc(S(=O)(=O)Nc2ccc(C(=O)NCCCN3CCCC3=O)cc2)cc1	?	-2%	?
Oc1c(C(c2ccccc2)N2CCOCC2)ccc2ccccc12 (centres undefined)	9.2µM*	/	8.2µM*
COc1ccc(C(=O)NC2CCCc3ccccc32)cc1 (centres undefined)	?	1%	-17%
CCOC(=O)C1C(=O)Oc2ccc3ccccc3c2C1C1CCOC1=O (centres undefined)	15µM*	-3%	?
CCOC(=O)c1[nH]c(CN2CCN(c3ccc(OC)cc3)CC2)c(C(=O)OCC)c1C	13µM*	-7%	-23%
O=C(c1cn[nH]c1)N1CCc2c([nH]c3ccccc23)C1c1c(F)cccc1Cl (centres undefined)	?	-2%	?

Record cards, as listed above:
CN(CC(=O)Nc1ccc(Cl)c(C(F)(F)F)c1)C(=O)Cn1cc([N+](=O)[O-])ccc1=O is listed with TDP1 cell noCPT: ?; GCN5L2 inh: -17%; DT40 TDP1 CPT: ?
Cn1c(=O)c2cc(NC(=S)NCc3ccccc3F)ccc2n1Cc1cccc(C(F)(F)F)c1 is listed with TDP1 cell noCPT: ?; GCN5L2 inh: /; DT40 TDP1 CPT: 21µM*

(more compounds)
SMILES	TDP1 cell noCPT	GCN5L2 inh	DT40 TDP1 CPT
Cc1nn(-c2ccccc2)c(Cl)c1C(=O)OCC(=O)NCCc1ccc(S(N)(=O)=O)cc1	-23%	4%	6%
CN(CCC1CCOCC1)C(=O)C1CCC(=O)N(CCc2cccc(F)c2)C1 (centres undefined)	-9%	1%	-1%
COC(=O)c1cc2sccc2n1Cc1nc(-c2cccc(Cl)c2)oc1C	?	-2%&-4%	?
Cc1ccc(S(=O)(=O)N(C)Cc2ccc(C(=O)N/N=C/c3ccc(OC(F)F)cc3)cc2)cc1	21µM*	-3%	15µM*
CC(Sc1ccc(Cl)cc1)C(=O)NNC(=O)c1ccccc1O (centres undefined)	7.3µM*	-6%	16µM*
O=C(C[n+]1ccccc1Cl)c1ccc(F)cc1	-16%	/	-14%
O=C(NCc1ccc(F)cc1F)[C@@H]1CCCN1C(=O)[C@@H]1CCCN1C(=O)c1ccccc1	-22%	/	-28%
C=C(C)C1CC=C(C)/C(=N/NC(=O)CCC(=O)Nc2ccccc2Cl)C1 (centres undefined)	?	2%	?
CCOC(=O)CC(=O)Nc1ccn[nH]1	-12%	1%	3%
c1ccc2c(c1)OCC(c1csc3ncnc(N4CCOCC4)c13)O2 (centres undefined)	?	1%	?
O=C(NCc1cccnc1)C1CCN(S(=O)(=O)N2CCOCC2)CC1	5%	2%	6%
CC(C)N(Cc1nc2ccccc2[nH]1)C(C)C	-19%	-2%	-8%
COc1ccc(/C(C)=N/OCC(=O)Nc2nc3ccccc3s2)cc1	-24%	-7%	-4%
CCN1C[C@@H]2[C@@H]3C(=O)N(Cc4ccccc4)C(=O)[C@@H]3[C@](CC)(C(=O)OC)N2C1=NCc1ccccc1	-17%	/	1%
Cc1ccc(S(=O)(=O)Nc2ccc(NC(=O)c3c(F)c(F)c(F)c(F)c3F)cc2)cc1	?	-16%	?
CCC(C)Cn1c(C)nc2ccccc21 (centres undefined)	10µM*	-1%	?
CN1CCC(N(C)C(=O)c2ccc(Cl)c(S(=O)(=O)Nc3cc(Cl)ccc3Cl)c2)CC1	8%	-2%	2%
O=[N+]([O-])c1ccc(N2CCN(c3ccccc3O)CC2)c(Cl)c1	23µM*	-15%	21µM*
Nc1c(N2CCOCC2)cc(Cl)c2nonc12	3%	-4%	-27%
COc1ccc2nc(NC(=O)C3CCN(S(=O)(=O)c4cccs4)CC3)sc2c1	29µM*	-8%	23µM*

Compound activity: PubChem, National Center for Advancing Translational Sciences (NCATS)
